Akt phos inh: Akt phosphorylation inhibition. 0.32% of 360,000 active. AID 651550. Neuro2A IGF-stimulated pAkt S473 HTRF, 20 min; active compounds read low. activity change, % for hits at 50 µM; in the data active means activity change below about -80%; inconclusive means mostly about -51% to -80%; further: on the % scale 0 is the no-effect control and ±100 the full control effect
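Single-point screen (50 µM final compound) in Neuro2A cells stimulated 20 min with 6 nM IGF at 37 deg C. After lysis, Ser473-phosphorylated Akt read by HTRF (ex 330 nm, em 615/665 nm) as the 665/615 ratio.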
HepG2 tox: counter-screen for TGF-b inhibitors: cytotoxicity in HepG2 cells | Potency, µM (series often up to 46.1 µM), without a hit: at the highest dose activity change, negative = cytotoxicity, most hits filed as cytotoxic | HepG2 CAGA-GFP viability, ATP luminescence, 18 h | 0.76% of 410,000 active; further: potency means the concentration at half of the fitted maximal effect; some results filed as inactive show a strong effect at the top dose
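HepG2 CAGA-GFP cells (1000/well, DMEM with 1% FBS) received compound, then TGF-beta at 500 pg/mL final, and were incubated 18 hours at 37 degrees C. Viability was read by CellTiter-Glo luminescence. Media-only wells were set as complete cell-killing and DMSO as no toxicity.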
MmCpn inh: inhibitors of Methanococcus maripaludis chaperonin (MmCpn). purified Mm-Cpn ATPase, ADP Transcreener TR-FRET. Potency, µM (titrated, usually from 76.9 µM), inactives show at the highest dose activity, negative = inhibition, actives largely listed as inhibitors. 0.031% of 330,000 active. AID 504842; further: potency means the concentration at half of the fitted maximal effect; on the % scale 0 is the no-effect control and ±100 the full control effect; nearly all actives have a fitted effect of over 80% in size
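ATPase turnover read by TR-FRET ADP competition (Eu cryptate antibody/ADP-d2, 665/590 nm): 10uM ATP final, 25nM Mm-CPN final, 30 min 37degC after 10-min compound preincubation, pH 7.4 Tris/KCl/MgCl2/DTT buffer.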
A549 tox: counter-screen for Nrf2 inhibitors: cytotoxicity in A549 cells. A549 ARE-Fluc cells, CellTiter-Fluor viability, 18-24 h. 0.16% of 390,000 active. Potency, µM (doses to about 46 µM), for inactives: at the highest dose activity change, negative = cytotoxicity, most hits filed as inhibitors; further: potency means the concentration at half of the fitted maximal effect; on the % scale 0 is the no-effect control and ±100 the full control effect
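A549 ARE-Fluc cells in 5% FBS OPTI-MEM, 5000 cells/well, rested 2 h then exposed to compounds in concentration-response for 18-24 h at 37 °C. Viability by CellTiter-Fluor fluorescence (Ex 405/Em 525) after 30 min; luciferase luminescence (BugLite, 15 min, RT) read afterwards.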
ATXN viability: reduces viability in counter-screen for ATXN expression inhibitors. 0.49% of 400,000 active. S2 cells (HEK-293 line with an ATXN2-luciferase reporter) viability, CellTiter-Fluor protease fluorescence, 24 h. AID 651635. Potency, µM (top dose mostly 56.7 µM), most hits filed as cytotoxic; further: potency means the concentration at half of the fitted maximal effect; nearly all actives have a fitted effect of over 40% in size
CCT modulator: cytosolic chaperonin activity modulation. activity change, % (concentration not given with the values), hits read low. 0.3% of 360,000 active. purified chaperonin ATPase assay, HTRF ADP detection, 30 min; in the data active means activity change below about -30%; further: on the % scale 0 is the no-effect control and ±100 the full control effect
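ATPase activity: ADP formed was measured by HTRF Transcreener (665/615 nm ratio) after 30 min at 37 deg C with 10 uM ATP. Compounds screened at one 76 uM concentration against 40 or 20 nM TRiC in Tris pH 7.4/KCl/MgCl2/DTT buffer.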
Nrf2 block: blocks Nrf2 signaling; A549 ARE-Fluc reporter, luciferase luminescence, 18-24 h; Potency, µM (doses to about 46 µM), inactives show at the top dose activity change, negative = inhibition, usual class: inhibitors; 2.1% of 360,000 active; AID 504444; further: potency means the concentration at half of the fitted maximal effect; on the % scale 0 is the no-effect control and ±100 the full control effect; nearly all actives have a fitted effect of over 60% in size
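In this cell-based qHTS, ARE-driven firefly luciferase in A549 cells reports Nrf2 activity; the luminescent signal after BugLite lysis is the measured value, with a prior CellTiter-Fluor read for cell health.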
TGFb inhibitor: inhibitors of TGF-b signaling; HepG2 CAGA-GFP TGF-b/SMAD3 reporter, GFP fluorescence, 18 h; TGF-beta stimulated, 500 pg/mL final; Potency, µM (top dose mostly 46.1 µM), for the others: at the highest dose activity, negative = inhibition, hits mostly inhibitors; 1.2% of 410,000 active; further: potency means the concentration at half of the fitted maximal effect; on the % scale 0 is the no-effect control and ±100 the full control effect; nearly all actives have a fitted effect of over 65% in size
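HEPG2 CAGA-GFP cells (1000/well, DMEM with 1% FBS) were pre-incubated 2 h at 37 degrees C, given compound by pin tool, then stimulated with TGF-beta at 500 pg/mL final for 18 h before per-cell GFP fluorescence imaging.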
Nrf2 activator: Nrf2 pathway activation. AREc32 ARE-luciferase reporter (MCF7-derived line), luminescence, 24 h. Potency, µM (doses to about 46.1 µM), inactives show at the highest dose activation, actives largely listed as activators. 0.31% of 410,000 active; further: potency means the concentration at half of the fitted maximal effect; % of control where 0% means no effect; nearly all actives have a fitted effect of over 65% in size
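Luminescent ARE reporter assay in AREc32_Fluc cells: overnight plating at 37 deg C, 24 hr compound incubation, Steady-Glo added, 30 min RT before reading.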
Starred values were filed as active, the others as inactive; i = inactive; ? = inconclusive; / = no result given; [ ] = dose if it differs, or a comment. Unless noted, the call rests on the fitted dose curve; in most records, active means well fitted curve in the direction sought with a large enough effect; inconclusive means small, poorly fitted or top-dose-only effect, or another doubt; inactive means no such curve, though single readings can be large; an effect the other way counts as inactive or inconclusive.

SMILES	Akt phos inh	HepG2 tox	MmCpn inh	A549 tox	ATXN viability	CCT modulator	Nrf2 block	TGFb inhibitor	Nrf2 activator
CC(NC(=O)/C(C#N)=C/c1cn[nH]c1-c1ccccc1)c1ccccc1 (configuration not stated)	i	-3%	-2%	-11%	i	-3.7	-7%	-7%	0.2%
COc1cc(Cl)c(C)cc1NC(=O)C1CCCN(c2ncnc3onc(-c4ccc(F)cc4)c23)C1 (configuration not stated)	/	-6%	/	-11%	i	/	-30%	?	6.3%
CCCCOC(=O)c1nnc(-c2ccc(Cl)cc2)o1	i	-5%	0%	1%	i	-2.0	?	3%	0.0%
Cc1nc2sccn2c(=O)c1S(=O)(=O)Nc1cc(C(F)(F)F)ccc1Cl	/	-11%	/	3%	/	/	-2%	29%	0.9%
COc1ccccc1NS(=O)(=O)c1ccc(C)c(C(=O)NCC(c2ccco2)N(C)C)c1 (configuration not stated)	i	0%	-2%	2%	i	-2.7	3%	20%	3.0%
Cc1c(CCOC(=O)C23CC4CC(CC(C)(C4)C2)C3)sc[n+]1CC(=O)c1ccccc1	i	-58%	-1%	-2%	?	1.1	3%	?	-0.7%
Brc1ccc2c(c1)C(c1ccc(N3CCOCC3)cc1)=NNC(c1cccs1)=N2	i	-25%	1%	-12%	i	0.1	?	-9%	0.7%
S=C(S)OC1CC2CC1C1CCCC21 (configuration not stated)	/	23%	/	1%	i	0.7	-9%	-10%	-0.6%
COc1ccc(CC(=O)NCc2nc3cccnc3n2Cc2ccc(C)cc2)cc1	/	3%	/	-3%	/	/	/	-2%	-1.1%
COc1cccc(OCc2cc(C3Nc4ccccc4C(=O)N3c3ccccc3)ccc2OC)c1 (configuration not stated)	/	-2%	/	-6%	/	/	5%	4%	/
COc1ccc(NC(=O)c2cccc(S(=O)(=O)N3CCCCC3)c2)c(OC)c1	i	-29%	0%	3%	i	-0.6	-19%	-2%	-0.9%
CC1CCN(CCOc2cccc(Br)c2)CC1	i	-11%	0%	2%	i	-4.3	-1%	2%	-1.5%
CC(NC(=O)COC(=O)CSCc1ccccc1)c1ccccc1 (configuration not stated)	i	2%	2%	-3%	i	3.0	3%	3%	-0.2%
O=C(Cc1ccccc1)NCCSCc1ccco1	i	8%	-2%	-4%	i	1.4	7%	5%	-0.6%
COc1ccc(CCn2c(=O)[nH]c3cc(C(=O)NCCN4CCOCC4)ccc3c2=O)cc1OC	i	4%	-2%	/	i	2.2	-10%	-8%	-0.7%
COc1ccc(OCC(=O)NC2CC(C)(C)NC(C)(C)C2)cc1	i	5%	1%	-1%	i	-0.4	?	-7%	0.4%
COCCCn1c(SCC(=O)N2CCOCC2)nc2cc(Cl)ccc2c1=O	i	-5%	0%	-9%	i	-1.2	-25%	5%	-1.1%
CCC(C)NC(=O)c1ccc(Cn2c(=O)c3cccn3c3cccnc32)cc1 (configuration not stated)	/	-7%	/	13%	/	/	25%	-30%	1.2%
Cc1cccc(CSc2nc(-c3cccc(C)c3)nc3c2Cc2c(CO)cnc(C)c2O3)c1	/	1%	/	14%	i	/	?	9%	3.7%
COc1cccc(CN2c3ccccc3-c3nc(SCC(=O)Nc4ccccc4Cl)ncc3S2(=O)=O)c1	/	-4%	/	-1%	i	/	-10%	0%	-0.2%

Among those listed so far, these have an aryl thioether with sulfur outside any ring.
SMILES	Akt phos inh	HepG2 tox	MmCpn inh	A549 tox	ATXN viability	CCT modulator	Nrf2 block	TGFb inhibitor	Nrf2 activator
COCCCn1c(SCC(=O)N2CCOCC2)nc2cc(Cl)ccc2c1=O	i	-5%	0%	-9%	i	-1.2	-25%	5%	-1.1%
Cc1cccc(CSc2nc(-c3cccc(C)c3)nc3c2Cc2c(CO)cnc(C)c2O3)c1	/	1%	/	14%	i	/	?	9%	3.7%
COc1cccc(CN2c3ccccc3-c3nc(SCC(=O)Nc4ccccc4Cl)ncc3S2(=O)=O)c1	/	-4%	/	-1%	i	/	-10%	0%	-0.2%

The listing continues:
SMILES	Akt phos inh	HepG2 tox	MmCpn inh	A549 tox	ATXN viability	CCT modulator	Nrf2 block	TGFb inhibitor	Nrf2 activator
Cc1nn(CC(=O)O)c(C)c1N	i	9%	-1%	-7%	i	-2.9	-13%	6%	-0.1%
CC(=O)N1c2ccc(S(=O)(=O)N3CCC(C(=O)Nc4ccc(F)cc4)CC3)cc2CC1C (configuration not stated)	i	0%	0%	-11%	i	-0.6	?	-14%	0.5%
CSc1nsc(SCC(=O)Nc2ccccc2F)n1	i	-10%	0%	1%	i	-1.9	?	5%	6.7%
CCc1cc2c(cc3c(=O)n(CC(=O)N4CCC(C)CC4)nc(CC)n32)s1	/	-2%	/	1%	/	/	?	?	1.3%
CCOCCCNC(=O)c1ccc(NC(=O)N2CCCCc3ccccc32)cc1	/	0%	/	-1%	i	/	21%	-22%	0.3%
CCOC(=O)c1c(NC(=O)C2COc3ccccc3O2)sc2c1CC(C)(C)NC2(C)C (configuration not stated)	i	-46%	-1%	?	?	0.7	11%	-13%	6.0%
COc1cc(/C=C/C(=O)NNC(=O)c2cccc(S(=O)(=O)N(C)C)c2)cc(OC)c1OC	i	2%	3%	5%	i	2.1	7%	17%	3.8%
CCOC(=O)c1ccc(S(=O)(=O)Nc2ccc3cn[nH]c3c2)cc1	i	-13%	1%	-14%	i	1.5	?	-13%	3.8%
O=C(N/N=C/c1ccccc1O)C1CC(=O)N(c2ccc(F)cc2)C1 (configuration not stated)	i	-3%	1%	0%	i	-1.6	-11%	?	0.1%
CCS(=O)(=O)N1CCC(C(=O)c2ccc(Cl)cc2)CC1	i	-14%	-1%	2%[1.84 µM]	i	-2.1	?	2%	-0.1%
CCOc1ccc(NC(=O)CN2C(=O)CC(C)Sc3ccccc32)cc1 (configuration not stated)	/	-19%	/	1%	?	/	?	-7%	0.2%
COCCNC(=O)c1ccccc1-c1nc(-c2ccccc2OC)no1	/	-17%	-6%	7%	i	-1.7	22%	52%[activator]	7.7%
CN(NC(=O)c1ccc(Cl)cc1)c1ncc(C(F)(F)F)cc1Cl	i	-1%	-4%	-1%	i	-1.1	-16%	85%[activator]	-0.1%
COc1cc(-c2cnc3c(NC=O)cc(-c4ccc(C)cc4)cn23)cc(OC)c1OC	i	-31%	/	/	?	-2.5	/	?	5.7%
COc1ccc(NC(=O)c2cc(C)on2)cc1	i	-16%	1%	-5%	i	-2.4	1%	-26%	0.1%
Fc1ccccc1N1CCN(c2ncnc3[nH]ncc23)CC1	i	-27%	-2%	1%	i	-1.5	?	22%	0.2%
CCOc1cc(C(=O)Nc2ccc3oc(-c4ccc(CC)cc4)nc3c2)cc(OCC)c1OCC	/	-11%	/	3%	i	/	?	1%	1.2%
CC1(c2nc3ccccc3[nH]2)CCCC2=Nc3ccccc3CN21 (configuration not stated)	i	/	/	/	?	0.1	/	/	-0.9%
Cc1cc(=O)[nH]c(SCC(=O)c2ccc(O)c(O)c2)n1	i	-14%	-1%	-6%	i	-0.1	-7%	-1%	2.3%
CCN1CCN(C(=O)CCc2nnc3ccc(N4CCN(c5cccc(OC)c5)CC4)nn23)CC1	/	-27%	1%	-11%	i	-2.1	1%	-8%	-1.1%
COc1ccc2oc(C(=O)Nc3nc(-c4ccccn4)cs3)c(C)c2c1	i	-3%	-3%	-16%	i	0.1	-18%	-14%	3.2%
O=C(CN1CCN(S(=O)(=O)c2ccc(F)cc2)CC1)Nc1ccc(Cl)cn1	i	-41%	0%	-3%	i	-1.7	-26%	-25%	-0.9%
CCCc1cc(=O)[nH]c(SCC(=O)C(C)(C)C)n1	i	-5%	0%	-1%	i	-0.3	-6%	-6%	-0.3%
Cc1c(NC2(C#N)CCCC2)c(=O)n(-c2ccccc2)n1C	i	-2%	0%	2%	i	-7.2	8%	0%	1.1%
CCC(C(=O)NN1C(=O)c2ccccc2C1=O)c1ccccc1 (configuration not stated)	i	-59%	-3%	0%	i	-0.2	2%	?	-0.5%
O=[N+]([O-])c1cc([N+](=O)[O-])c(Oc2cc(F)ccc2F)cc1NN1CCCCC1	i	10%	3%	1%	i	0.3	13%	8%	0.2%
Cc1[nH]n(-c2ccccc2)c(=O)c1C=NCC1CCCO1 (configuration not stated)	i	2%	0%	0%	i	-1.8	6%	15%	-0.5%
Cc1c(C)n(Cc2ccccc2)c2ccc(C(=O)NCCCN3CCOCC3)cc12	i	-32%	-1%	-2%	i	0.4	?	-8%	2.7%
CCC(C)c1ccc(NC(=O)NCc2cccnc2)cc1 (configuration not stated)	i	-9%	4%	2%	i	-0.7	-3%	12%	3.0%
CCOC(=O)c1sc(NC(=S)NC(=O)c2cccc(OC)c2)nc1C	i	-18%	-27%	-9%	i	-1.0	?	-1%	-0.7%
CCC1=Nc2cc(C(=O)NCc3ccccc3OC)ccc2Sc2ccc(Cl)cc21	/	-4%	/	2%	/	/	/	0%	0.7%
CCC1CCCCN1CCCNC(=O)CCCNC(=O)Cn1cnc2sc3c(c2c1=O)CCCC3 (configuration not stated)	i	-10%	1%	1%	i	-1.1	?	2%	-0.1%
CC(OC(=O)/C=C/c1ccc2ccccc2n1)C(=O)Nc1ccc(S(N)(=O)=O)cc1 (configuration not stated)	i	-19%	-11%	1%	i	-0.5	-16%	-15%	?
Cc1cc(Cl)c2oc(C(=O)N3CCN(C(=O)c4ccco4)CC3)c(C)c2c1	i	-6%	-2%	0%	i	-0.4	11%	19%	5.1%
CCn1cc(C(=O)OCC(=O)Nc2c(C)n(C)n(-c3ccccc3)c2=O)c(=O)c2ccc(C)nc21	/	-15%	0%	1%	/	2.1	24%	17%	-0.1%
O=C(CSc1nc2ccccc2c(=O)n1-c1ccccc1)NCC1CCCO1 (configuration not stated)	i	-10%	0%	-8%	?	-1.2	5%	-16%	0.1%

An unsorted share of the library; 4.4% or so of the library scored in one or more.
